Assay outcomes deposited in PubChem by National Center for Advancing Translational Sciences (NCATS).
B2AR arrestin = beta2AR (human) beta-arrestin recruitment activity; P07550; beta-arrestin recruitment to beta2AR, cell-based reporter; Potency, µM (titrated, usually from 46.1 µM), inactives show at the top dose activation, most hits filed as activators; actives 0.02% (n = 330,000); AID 492947;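 further: potency means the concentration at half of the fitted maximal effect; 0% = DMSO controls and full agonism = EC100 isoproterenol or metaproterenol; nearly all actives have a fitted effect of over 65% in size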
Target sequence (P07550 whole entry, looked up): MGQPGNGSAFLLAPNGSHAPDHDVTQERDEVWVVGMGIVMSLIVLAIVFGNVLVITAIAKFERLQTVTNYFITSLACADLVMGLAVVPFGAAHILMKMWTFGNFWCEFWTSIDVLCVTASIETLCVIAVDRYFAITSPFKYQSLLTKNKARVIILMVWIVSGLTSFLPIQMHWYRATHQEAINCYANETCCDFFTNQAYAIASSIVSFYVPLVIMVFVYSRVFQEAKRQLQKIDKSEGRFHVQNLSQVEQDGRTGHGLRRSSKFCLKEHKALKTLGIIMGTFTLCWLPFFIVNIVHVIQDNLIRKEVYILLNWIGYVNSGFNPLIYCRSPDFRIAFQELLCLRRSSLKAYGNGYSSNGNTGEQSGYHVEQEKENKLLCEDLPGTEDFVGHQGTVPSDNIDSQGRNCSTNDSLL
TRPV1 ag = agonists of human vanilloid receptor 1 (TRPV1) | activation, % at 8.33 µM | actives 0.19% (n = 320,000) | Q8NER1 | TRPV1-expressing cells, Fluo-8 calcium influx, agonist mode; in the data active means activation above about 80%; inconclusive means between about 30% and that limit; further: 0% is about no effect
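TRPV1-expressing cells were cultured overnight at 35.5C and loaded with Fluo-8 calcium dye for 40 to 90 min at room temperature. After a 10 s baseline, compound was added and calcium influx was read kinetically for 3 min (ex 480/em 520 nm).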
GALK inhibitor = blocks human galactokinase activity; Purified GALK, Kinase-Glo residual ATP luminescence; Potency, µM (doses to about 57.5 µM), inactives show top-dose activity change, negative = inhibition, actives largely listed as inhibitors; actives 0.007% (n = 270,000); P51570; further: potency means the concentration at half of the fitted maximal effect; on the % scale 0 is the no-effect control and ±100 the full control effect
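Luminescence from leftover ATP (Ultra-Glo luciferase/luciferin) served as read-out after a 1 h room-temperature reaction of 5 nM GALK with 35 uM ATP and 100 uM galactose.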
Giardia killer = kills Giardia lamblia | activity change, % at 7.66 µM, hits read low | Giardia lamblia trophozoite viability | AID 540267 | actives 0.15% (n = 340,000); in the data active means activity change below about -80%; inconclusive means between about -30% and that limit;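 further: parasites exposed to compound for two days anaerobically before the ATP read; on the % scale 0 is the no-effect control and ±100 the full control effect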
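Trophozoite viability was measured as ATP-dependent luminescence, read 15-30 min after reagent addition. Before that, parasites at 100 cells/well were exposed to compounds for 48 h, anaerobically, at 37 deg C.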
USP2a block = blocks human ubiquitin-specific protease USP2a; USP2 core, Ub-CHOP2 coupled fluorogenic reporter, 485/531; Potency, µM (top dose mostly 38.3 µM), for inactives: top-dose activity change, negative = inhibition, hits mostly inhibitors; actives 0.01% (n = 330,000); AID 463254;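 further: potency means the concentration at half of the fitted maximal effect; plate controls were DMSO wells for no effect and full inhibition by NEM control for full effect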
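Deubiquitinase activity read as fluorescence (485/531 nm) after Ub-CHOP2 cleavage activates the enterokinase reporter on its substrate; USP2 core 10nM, Ub-CHOP2 and substrate 25nM each, 30min compound preincubation then 60min RT; data normalized to NEM, curves fitted.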
FBPA coupling cs = inhibits coupling enzyme system, counter-screen for aldolase hits; coupling enzyme system counterscreen, AmpLite Red fluorescence; activity change, negative = inhibition, % at 58.2 µM, hits read low; actives 0.67% (n = 290,000); in the data active means activity change below about -30%; further: on the % scale 0 is the no-effect control and ±100 the full control effect
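Counterscreen of the coupled detection system alone, without aldolase: glyceraldehyde-3-phosphate coupling enzymes plus AmpLite Red readout. Compounds at 57.5 uM final, 10 min RT preincubation, 20 min RT reaction, fluorescence 525/598 nm.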
PKM2 activator = increases activity of human pyruvate kinase M2. purified PKM2, Kinase-Glo ATP luminescence, activation; response scale: 0% is enzyme alone, no compound. Potency, µM (highest dose often 57.5 µM), without a hit: at the highest dose activation, hits mostly activators. actives 0.34% (n = 260,000). AID 1631; further: potency means the concentration at half of the fitted maximal effect; on the % scale 0 is the no-effect control and ±100 the full control effect; nearly all actives have a fitted effect of over 55% in size
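Purified hPK-M2 (>95%) run at intermediate activity with 0.1 mM ADP and 0.5 mM PEP in 50 mM imidazole pH 7.2, KCl, MgCl2; 1 h room temperature. ATP formed read by Kinase-Glo luminescence; normalized to uninhibited and no-enzyme controls.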
Menin-MLL TR inh = menin-MLL binding inhibition, Texas Red mutant peptide; O00255; Menin + Texas Red MLL mutant peptide, fluorescence polarization; Potency, µM (top dose mostly 61.6 µM), for the others: at the highest dose FP activity change, negative = inhibition, actives largely listed as inhibitors; actives 0.23% (n = 270,000); active means well fitted inhibition curve with a large enough effect in the polarisation, with a control signal flat, not every such curve was filed as active; inconclusive means small, poorly fitted or top-dose-only effect, or effect the other way, or a change in a side signal; inactive means no such curve, though single readings can be large or run the other way; the % refers to the polarisation; further: potency means the concentration at half of the fitted maximal effect; % of control where 0% means no effect; many of its hits are not listed in these tables
Target sequence (O00255 whole entry, looked up): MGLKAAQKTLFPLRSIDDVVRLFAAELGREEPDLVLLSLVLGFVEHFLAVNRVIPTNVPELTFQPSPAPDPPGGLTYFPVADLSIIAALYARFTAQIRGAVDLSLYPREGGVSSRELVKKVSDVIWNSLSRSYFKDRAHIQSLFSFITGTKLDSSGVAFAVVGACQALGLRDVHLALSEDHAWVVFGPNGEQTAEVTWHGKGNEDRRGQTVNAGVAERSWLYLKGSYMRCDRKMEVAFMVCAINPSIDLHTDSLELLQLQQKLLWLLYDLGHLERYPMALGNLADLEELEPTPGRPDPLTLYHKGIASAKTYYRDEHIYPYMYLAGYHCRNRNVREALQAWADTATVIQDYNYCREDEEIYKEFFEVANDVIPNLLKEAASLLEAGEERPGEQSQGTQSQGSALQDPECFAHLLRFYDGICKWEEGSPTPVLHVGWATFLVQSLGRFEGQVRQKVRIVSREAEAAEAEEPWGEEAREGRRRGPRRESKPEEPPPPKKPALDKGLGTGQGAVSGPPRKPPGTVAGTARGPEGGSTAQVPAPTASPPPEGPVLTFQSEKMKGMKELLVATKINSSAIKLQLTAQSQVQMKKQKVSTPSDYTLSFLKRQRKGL
hERG WT inh = blocks the wildtype human KCNH2 potassium channel | Q12809 | U2OS, BacMam KCNH2, thallium flux FluxOr; active compounds read low | activity change, % at 1.84 µM | actives 0.37% (n = 340,000) | AID 720551;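 active means maximum activity change below -70%; inconclusive means maximum activity change between -70% and -50%; inactive means maximum activity change above -50%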; further: on the % scale 0 is the no-effect control and ±100 the full control effect
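U2OS cells were transduced with wild-type KCNH2 virus (2.03 x 10^8 / mL) for 4 h at room temperature, then cultured overnight at 37 C. Thallium flux was read with FluxOr dye. Rate constants were normalized to DMSO controls.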
KCNH2 3.1 block = blocks the human KCNH2 3.1 channel isoform; activity change, % (tested at about 1.8 µM); U2OS KCNH2 3.1, thallium flux FluxOr; active compounds read low; actives 0.95% (n = 340,000);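 active means maximum activity change below -70%; inconclusive means maximum activity change from -70% to -50%; inactive means maximum activity change above -50%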;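 further: thallium influx rate constant from kinetic fluorescence after stimulation buffer; on the % scale 0 is the no-effect control and ±100 the full control effect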
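FluxOr-based Tl+ influx in U2OS cells transduced with KCNH2 3.1 virus; rate constants normalized to DMSO controls.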
CXXC DNA block = blocks binding of human MLL CXXC domain to DNA; Potency, µM (highest dose often 115 µM), for inactives: at the highest dose activity change, negative = inhibition, actives largely listed as inhibitors; MLL-CXXC / FITC-HOXA9 DNA fluorescence polarization; Q03164; actives 0.037% (n = 290,000); active means well fitted inhibition curve with a large enough effect in the polarisation, with a control signal flat, not every such curve was filed as active; inconclusive means small, poorly fitted or top-dose-only effect, or effect the other way, or a change in a side signal; inactive means no such curve, though single readings can be large or run the other way; the % refers to the polarisation; further: potency means the concentration at half of the fitted maximal effect
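Steps: dispense CXXC domain solution (7 uM) → pin compounds or unlabeled HOX-A9 DNA control → 5 min ambient → add FLSN-HOX-A9 solution (50 nM) → spin → 30 min ambient → fluorescence polarization. Tris pH 7.5/NaCl/DTT/BSA buffer.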
* marks the source's active call; other numbers are inactive results; i = inactive; u = inconclusive; x = not tested or not shown; & = joins results of further samples; [ ] = dose if it differs, or a comment. Unless noted, the call rests on the fitted dose curve; in most records, active means well fitted curve in the direction sought with a large enough effect; inconclusive means small, poorly fitted or top-dose-only effect, or another doubt; inactive means no such curve, though single readings can be large; an effect the other way counts as inactive or inconclusive. This is a subset; the hit share may differ from the screen's.

SMILES	B2AR arrestin	TRPV1 ag	GALK inhibitor	Giardia killer	USP2a block	FBPA coupling cs	PKM2 activator	Menin-MLL TR inh	hERG WT inh	KCNH2 3.1 block	CXXC DNA block
CCCCn1c(N)c(N(CC(C)C)C(=O)C2CCCN(C(=O)c3ccc(Cl)cc3)C2)c(=O)[nH]c1=O (stereo not given)	-0.2%	-2	x	-1	0%	x	x	x	-3	8	x
CCc1cc(C(=O)Nc2cc(S(=O)(=O)N(C)C)ccc2C)sc1C	0.2%	3	13%	3	0%	-9	0%	15%	2	12	1%
COc1ccc(Cn2ccnc2SCC(=O)Nc2ccccc2OC)cc1	0.7%	3	-4%	15	0%	-5	0%	-3%	7	0	2%
CCC(C(=O)NC1CCCC1)N(C(=O)c1snc(C(N)=O)c1N)c1ccc(OC)cc1 (stereo not given)	0.5%	0	1%	-1	2%	-1	-1%	2%	2	8	-6%
Cc1cc(N2CCCC2)c(F)cc1/C=C\[N+](=O)[O-]	-0.6%	-6	0%	-22	-4%	4	-1%	-4%	-9	-16	u
Cc1ccc(C2=NNC3(CCOC(C)(C)C3)S2)cc1 (stereo not given)	0.0%	-3	12%	-16	-5%	-3	-5%	20%	-4	x	-3%
O=C(COC(=O)c1cccc(S(=O)(=O)NCc2ccccc2)c1)NC1CC1	-0.9%	x	x	11	0%	x	x	x	-4	-1	x
O=C(CCS(=O)(=O)c1ccc(Br)cc1)N1CCN(c2ccc(Cl)cc2)CC1	0.1%	5	-2%	-11	-2%	0	0%	u	1	-26	-2%
Cc1ccc(Nc2cc(C)nc3c(C)ccc([N+](=O)[O-])c23)cc1	-1.2%	2	2%	u	2%	0	-1%	0%	11	-3	0%
O=C(c1ccccc1F)N(Cc1cccnc1)Cc1cc2cc3c(cc2[nH]c1=O)OCCO3	0.0%	-2	8%	-2	0%	-2	-10%	-2%	15	8	-3%
Cc1cc(C(=O)Nc2cccc(C(=O)O)c2)c(C)o1	0.3%	0	-2%	2	-1%	1	-1%	14%	2	-9	-3%
CSC1=NCCN1S(=O)(=O)c1ccc2ccccc2c1	0.0%	3	-2%	-8	0%	0	u	-8%	-6	-11	7%
Cc1c(NC(=O)COC(=O)C23CC4CC(CC(Br)(C4)C2)C3)c(=O)n(-c2ccccc2)n1C	-0.1%	-7	-1%	-23	1%	3	-4%	-16%	3	-6	-8%
COc1cccc(CNC(=O)CSc2ccc(-c3cccs3)nn2)c1	0.5%	3	-1%	-22	-1%	0	-1%	-13%	-5	4	5%
COc1ccccc1CC(=O)N1CCN(S(=O)(=O)c2ccccc2)CC1	-0.3%	-3	6%	-18	2%	x	2%	x	-21	-2	-13%
O=[N+]([O-])c1ccccc1/C=C/C=N/n1c(-c2ccccc2)n[nH]c1=S	-0.6%	3	x	-7	0%	6	-17%	7%	-9	-12	3%
CC(C)CN(CC(C)C)C(=O)COn1nnc2ccc(S(=O)(=O)N3CCOCC3)cc21	-1.3%	u	x	6	3%	x	x	x	-5	5	x
O=C(C1CCC1)N1CCC(c2nc3c(nnn3Cc3c(F)cccc3Cl)c(=O)[nH]2)CC1	-0.1%	-2	13%	-20	-1%	3	0%	-1%	6	12	12%
CC(=O)c1cccc(OCCCOc2cccc3cccnc23)c1	0.2%	1	-1%	-28	-2%	-6	0%[11.5 µM]	u	-5	1	-1%
COc1ccc(C(=O)NNC2=NC(C)(C)Cc3cc(C)c(C)cc32)cc1	0.4%	-3	2%	-2	4%	3	-4%	-12%	-13	-1	-9%
COC(=O)c1c(NC(=O)c2ccco2)sc2c1CCN(C(C)=O)C2	-0.8%	16	5%	18	0%	x	-2%	x	7	x	-2%
O=C(NCc1ccco1)C(=O)NCC1OCCCN1S(=O)(=O)c1ccc(Cl)cc1 (stereo not given)	0.1%	-1	13%	-16	-1%	1	3%	4%	x	20	3%
Cc1[nH][nH]c(=O)c1N=Nc1ccc(Cl)cc1	0.0%	21	-1%	6	4%	0	-7%	-7%	-6	x	7%
COc1ccc(CC(=O)O/N=C(\N)c2ccc(C)cc2)cc1	0.1%	19	-1%	38[activator]	8%	1	5%	x	3	0	5%
Cc1cc(N)ccc1N=Nc1c(C)n(C)n(-c2ccccc2)c1=O	-0.2%	2	3%	u	4%	-5	-2%	-8%	-1	11	6%

Complete entries from above. Values in the order: B2AR arrestin, TRPV1 ag, GALK inhibitor, Giardia killer, USP2a block, FBPA coupling cs, PKM2 activator, Menin-MLL TR inh, hERG WT inh, KCNH2 3.1 block, CXXC DNA block
Listed for `Cc1ccc(Nc2cc(C)nc3c(C)ccc([N+](=O)[O-])c23)cc1` : -1.2%, 2, 2%, u, 2%, 0, -1%, 0%, 11, -3, 0%
Listed for `CC(=O)c1cccc(OCCCOc2cccc3cccnc23)c1` : 0.2%, 1, -1%, -28, -2%, -6, 0%[11.5 µM], u, -5, 1, -1%
Listed for `O=[N+]([O-])c1ccccc1/C=C/C=N/n1c(-c2ccccc2)n[nH]c1=S` : -0.6%, 3, x, -7, 0%, 6, -17%, 7%, -9, -12, 3%
Listed for `CCc1cc(C(=O)Nc2cc(S(=O)(=O)N(C)C)ccc2C)sc1C` : 0.2%, 3, 13%, 3, 0%, -9, 0%, 15%, 2, 12, 1%
Listed for `COc1ccc(Cn2ccnc2SCC(=O)Nc2ccccc2OC)cc1` : 0.7%, 3, -4%, 15, 0%, -5, 0%, -3%, 7, 0, 2%

Next section
SMILES	B2AR arrestin	TRPV1 ag	GALK inhibitor	Giardia killer	USP2a block	FBPA coupling cs	PKM2 activator	Menin-MLL TR inh	hERG WT inh	KCNH2 3.1 block	CXXC DNA block
CCCCC(=O)Nc1cc(OC)c(NC(=O)C2CCCCC2)cc1OC	-0.2%	-1	-1%	-12	0%	-2	-1%	-12%	-4	5	0%
O=C1C(=O)N(CCS(=O)(=O)c2ccccc2)c2ccc(Cl)cc21	0.4%	-3	-1%	-14	2%	-29	1%	10%	-11	7	-19%
C=CCn1c(N)c(C(=O)Nc2ccccc2)c2nc3ccccc3nc21	-1.7%	0	-3%	4	-1%	-18	-3%	u	-7	9	-5%
Cc1ccc2occ(/C=N/O)c(=O)c2c1	-0.1%	-3	3%	13	3%	-1	-7%	-20%	2	-47	6%
COc1ccc(CCNC(=O)c2c(N)no[n+]2[O-])cc1OC	0.1%	0	4%	-20	-2%	2	1%	-11%	-3	4	-4%
COCC(=O)N1CCC(n2nccc2NC(=O)CCOc2ccccc2)CC1	-0.2%	-6	-6%	29	-1%	x	x	x	-5	33	-5%
O=C(CCC(=O)NCCCc1ccccc1)NCCCc1ccccc1	1.8%	-1	-3%	13	-17%	2	2%	0%	-5	-33	0%
Cc1nc(-c2ccc(F)cc2)c(CC(=O)NCC(=O)Nc2ccc(F)c(F)c2)s1	0.2%	0	x	3	-4%	x	x	x	-3	-3	x
Cc1ccc(C)c(C(=O)Cn2c(NCCO)nc3ccccc32)c1	0.3%	7	-2%	-22	1%	0	x	-9%	2	-24	-3%
CCCC(=O)Nc1nnc(CCOC)s1	-0.8%	1	2%	73[activator]	0%	-5	-23%	-10%	i	14	-7%
Cc1ccc2nc3c(cc(C(=O)NCc4ccco4)c(=N)n3C3CCCC3)c(=O)n2c1	0.1%	26	1%	x	2%	-1	x	3%	x	x	0%
O=c1c2ccccc2c(/C=N/c2ncn[nH]2)c(O)n1Cc1ccccc1	-0.3%	u	-1%	-13&5	-5%	-6	1%	u	-5&-1	-5&-2	86%[activator]
CCOC(=O)CN1C(=O)C(O)(CC(=O)c2cccc(OC)c2)c2ccccc21 (stereo not given)	-1.3%	-6	0%	-9	1%	3	3%	6%	1	9	9%
CC(c1ccccc1)N1CC(C(=O)Nc2nccs2)CC1=O (stereo not given)	-0.3%	3	6%	10	2%	-1	x	-3%	9	7	-9%
CCCN1CCN(S(=O)(=O)c2ccc3c(c2)OCCO3)CC1	-0.2%	2	12%	-13&-27	8%	1	u	3%	-7	5	-1%
O=C1O/C(=C/C(=O)N2CCOCC2)c2ccccc21	-0.7%	-2	0%	-28	0%	-2	-3%	1%	2	2	2%
CCSc1nnc(-c2ccccc2NC(C)=O)c(=O)[nH]1	-0.1%	1	1%	12	1%	0	-10%	3%	-8	-4	-2%
Cc1cc(Cl)ccc1NC(=O)CCC(=O)O	-0.7%	0	0%	11	1%	3	3%	4%	-4	4	6%
CCN(CCn1cccn1)C(=O)CC1C(=O)NCCN1CCc1ccccc1 (stereo not given)	0.3%	1	9%	12	1%	x	13%	x	3	-19	8%
